Compound activity (PubChem BioAssay)
SKKanGAS inh: SKKanGAS growth inhibition | S. pyogenes SKKanGAS, kanamycin growth, BacTiter-Glo, 6 h | inhibition, % at 7.5 µM | 1.3% of 300,000 active | AID 1662;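 active = mean replicate score, as percent of positive control median, at least 50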;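 note: strain carries kanamycin resistance gene driven by streptokinase promoter and grows in 40 µg/ml kanamycin; loss of luminescence reflects streptokinase promoter inhibition or plain growth inhibition; 0% = median of DMSO wells and 100% = positive control at its reference dose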
TRPC4 agonist: opens the mouse TRPC4 cation channel | Q9QUQ5 | HEK293 TRPC4beta/mu-opioid, Fluo4 calcium fluorescence; stronger effect = higher value | B-score at 10 µM | 0.49% of 310,000 active | AID 2237;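 active = B-score above 5 SD of library B-scores, and initial fluorescence ratio not above library mean plus 5 SD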;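 note: positive B-score marks a calcium rise read as TRPC4 activation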
Target sequence (Q9QUQ5 whole entry, looked up): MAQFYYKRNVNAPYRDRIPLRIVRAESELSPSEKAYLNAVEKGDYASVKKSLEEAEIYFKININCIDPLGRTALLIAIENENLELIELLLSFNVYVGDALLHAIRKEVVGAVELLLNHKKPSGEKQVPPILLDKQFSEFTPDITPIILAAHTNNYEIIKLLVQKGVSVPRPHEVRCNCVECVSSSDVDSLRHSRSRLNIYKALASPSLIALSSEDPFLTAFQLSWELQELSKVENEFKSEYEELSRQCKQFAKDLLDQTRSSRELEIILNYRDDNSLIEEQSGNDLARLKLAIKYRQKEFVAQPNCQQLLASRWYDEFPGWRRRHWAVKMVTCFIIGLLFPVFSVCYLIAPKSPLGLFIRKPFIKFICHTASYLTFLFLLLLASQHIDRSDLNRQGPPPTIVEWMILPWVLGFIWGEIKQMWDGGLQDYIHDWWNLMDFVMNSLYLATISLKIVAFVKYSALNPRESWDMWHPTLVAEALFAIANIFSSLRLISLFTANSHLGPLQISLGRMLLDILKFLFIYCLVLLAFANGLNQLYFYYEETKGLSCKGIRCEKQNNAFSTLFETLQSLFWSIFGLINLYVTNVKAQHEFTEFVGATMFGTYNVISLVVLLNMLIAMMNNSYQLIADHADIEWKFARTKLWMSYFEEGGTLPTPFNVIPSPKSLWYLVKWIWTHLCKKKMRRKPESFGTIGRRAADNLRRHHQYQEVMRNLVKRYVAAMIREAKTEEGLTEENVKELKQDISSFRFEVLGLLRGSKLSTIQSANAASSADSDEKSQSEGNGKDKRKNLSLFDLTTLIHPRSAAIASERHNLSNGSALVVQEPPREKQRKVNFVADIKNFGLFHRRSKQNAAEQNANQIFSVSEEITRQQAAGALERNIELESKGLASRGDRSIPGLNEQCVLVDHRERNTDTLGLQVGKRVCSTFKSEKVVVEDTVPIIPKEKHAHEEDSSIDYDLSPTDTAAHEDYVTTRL
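System: HEK293 cells stably co-expressing mouse TRPC4beta and mu-opioid receptor; Schedule: Fluo4 dye loading 45 min at room temperature, 110 s recording; Detection: Fluo4 fluorescence, kinetic; Evaluation: B-scored integrated calcium fluorescence ratio; Controls: buffer (low) and maximal DAMGO (high).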
TRPC4 inh: blocks the mouse TRPC4 cation channel | Q9QUQ5 | HEK293 TRPC4beta/mu-opioid, DAMGO-evoked Fluo4 calcium flux; stronger effect = lower value | B-score at 10 µM | 0.39% of 300,000 active | AID 2247;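 active = B-score over 3 SD under the library average, no early fluorescence shift, positive overall ratio signal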
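Assay system: HEK293 cells with stable TRPC4beta plus mu-opioid receptor expression; Probe or stimulus: DAMGO in two steps, submaximal then maximal; Dosing: single-point compound dosing; Measured by: Fluo4 calcium-dye fluorescence, kinetic read; Read-out basis: B score from integrated Fluo4 fluorescence ratio.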
MrgX1 agonist: human MrgX1 receptor agonism, primary screen. B-score at 10 µM. 0.44% of 310,000 active. Q96LB2. MrgX1-HEK293 cells, Fluo-4 calcium fluorescence, agonist mode; stronger effect = higher value;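 active = calcium response B-score plate-corrected fluorescence ratio at least 3 library SD, with starting fluorescence B-score inside 5 SD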
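System: HEK293 cells stably expressing human MrgX1 receptor; Dosing: test compound in the initial addition of three; Schedule: overnight plating, then 30 min 37 °C plus 30 min room-temperature dye loading; Detection: kinetic calcium dye fluorescence, Fluo-4 NW; Controls: per-plate positive and negative controls for Z′ factor.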
MrgX1 antagonist: antagonists of human MrgX1 receptor; B-score at 10 µM; MRGX1-HEK293 calcium flux, Fluo-4, BAM8-22 antagonism; stronger effect = lower value; AID 588676; 1.3% of 310,000 active;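 active = calcium-response B-score plate-corrected more than 3 library SD below zero, starting fluorescence within 5 deviations, no agonist response on first addition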;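 note: peak minus trough fluorescence over baseline after final BAM8-22 challenge near maximal dose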
TRPC4 potent: TRPC4 (mouse) allosteric potentiation. HEK293 TRPC4beta/mu-opioid, DAMGO EC20, Fluo-4 Ca2+ flux; stronger effect = higher value. B-score at 10 µM. 0.42% of 310,000 active. AID 2227;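 active = B-score of calcium response area above 5 SD of library B-scores, with initial fluorescence ratio within 5 SD of library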;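 note: B-score of integrated fluorescence ratio over time as area under calcium response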
TMEM16A inh: inhibitors of mouse TMEM16A calcium-activated chloride channel; 1.2% of 310,000 active; Q8BHY3; AID 588511; normalized B-score (activity score, 25-100; higher = stronger inhibition) at 10 µM; HEK293 TMEM16A/YFP iodide influx fluorescence, ionomycin;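 active = ratio plate-corrected score three or more library SD toward inhibition, starting fluorescence score within five deviations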;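 note: score derived from kinetic fluorescence span divided by baseline fluorescence per well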
ANO1 activ: mouse TMEM16A channel activation, primary screen; 0.3% of 340,000 active; AID 623877; HEK293 TMEM16A/YFP-H148Q/I152L, iodide quench fluorescence; stronger effect = lower value; B-score at 10 µM;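 active = fluorescence-ratio B-score plate-corrected deviation score at least 3 library SD below zero, with starting fluorescence score within 5 deviations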;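 note: channel opened by trigger with iodide after compound preincubation; score built on the fluorescence ratio of max minus min over baseline; more negative score means more quench and so TMEM16A activation or potentiation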
MrgX1 allo act: allosterically activates human MrgX1 receptor signaling; B-score at 10 µM; Q96LB2; MrgX1-HEK293, Fluo-4 calcium flux, FDSS; stronger effect = higher value; AID 588675; 0.63% of 310,000 active;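 active = plate-corrected calcium response at least 3 library SD above typical, normal starting fluorescence, not activating the receptor alone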;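 note: compound read alongside a low EC10 to EC30 dose of BAM8-22 agonist; peak minus trough fluorescence over baseline measured at the second addition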
TRPC6 act: activators of mouse TRPC6 channel; Q61143; HEK293-TRPC6 membrane potential dye fluorescence; stronger effect = higher value; B-score at 10 µM; 0.13% of 310,000 active; AID 2550;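 active = B-score of the integrated fluorescence ratio above library mean plus 3 SD, and starting fluorescence ratio within library mean plus 5 SD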;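 note: higher score means more depolarization so channel activation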
TRPC6 inh: inhibitors of mouse TRPC6 channel | HEK293-TRPC6, membrane potential dye, ACh-evoked depolarization; stronger effect = lower value | B-score at 10 µM | 1.1% of 310,000 active | AID 2553;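 active = B-score under library mean minus 3 SD, initial fluorescence not abnormally high, positive integrated signal ratio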;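 note: B-score derived from integrated fluorescence ratio over the kinetic read; more negative B-score means stronger inhibition of depolarization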
An asterisk follows results filed as active; i = inactive; x = no result given.

SMILES	SKKanGAS inh	TRPC4 agonist	TRPC4 inh	MrgX1 agonist	MrgX1 antagonist	TRPC4 potent	TMEM16A inh	ANO1 activ	MrgX1 allo act	TRPC6 act	TRPC6 inh
CC1(C)C2CCC(C2)C1(C)NC(=O)CNCc1cccs1 (stereo unspecified)	-15	i	i	i	i	i	i	i	i	i	i
Cc1cc(C)cc(NC(=O)C[n+]2ccccc2)c1	3	i	i	i	i	i	i	i	i	i	i
COc1ccc(NC(=O)c2cc(Cl)ccc2Cl)c([N+](=O)[O-])c1	8	i	i	i	i	i	i	i	i	i	i
CC(=O)c1ccc(N2CCN(CN3C(=O)CC4(CCCC4)C3=O)CC2)c(F)c1	8	i	i	i	i	i	i	i	i	i	i
COc1ccc(C2CC(=O)Oc3c(C(CCN4CCCCC4)c4ccc(N(C)C)cc4)c(OC)cc(OC)c32)cc1 (stereo unspecified)	7	i	i	i	i	i	i	i	i	i	i
c1nc(N2CCOCC2)c2c3c(sc2n1)CCCC3	-2	i	i	i	i	i	i	i	i	i	i
CCOC(=O)CN(C)C(=O)CCc1nnc(-c2ccsc2)o1	-3	i	i	i	i	i	i	i	i	i	i
CC(=O)Nc1ccc(OCC(O)CN2CCN(c3ccc(F)cc3)CC2)cc1 (stereo unspecified)	7	i	i	i	i	i	i	i	i	i	i
CCCC(NS(=O)(=O)c1ccc(Br)cc1)C(=O)O (stereo unspecified)	0	i	i	i	i	i	i	i	i	i	i
O=[N+]([O-])c1ccc(-n2nnnc2-c2ccccc2)c([N+](=O)[O-])c1	-2	i	i	i	i	i	i	i	i	i	i
Nc1c(C(=O)NCc2ccccc2)nnn1Cc1cccc(Cl)c1	-4	i	i	i	i	i	i	i	i	i	i
O=C(O)C1CC=CCC1C(=O)NCCCCc1ccccc1 (stereo unspecified)	-18	i	i	i	i	i	i	i	i	i	i
Cc1ccc(CNC(=O)C2CCCN2S(=O)(=O)c2ccc(F)cc2)cc1 (stereo unspecified)	17	i	i	i	i	i	i	i	i	i	i
CN(C)/C=C/C(=O)c1ncc(C(F)(F)F)cc1Cl	-5	i	i	i	i	i	i	i	i	i	i
Cc1ccc(C(=O)C2=C(O)C(=O)N(CCCN(C)C)C23C(=O)N(C)c2ccccc23)o1 (stereo unspecified)	6	i	i	i	i	i	i	i	i	i	i
Nc1c(N2CCOCC2)cc(Cl)c2nonc12	-3	i	i	i	i	i	i	i	i	i	i
Cc1ccc(S(=O)(=O)N(C)C)cc1NC(=O)CSc1ncc(C(F)(F)F)cc1Cl	-1	i	i	i	i	i	i	i	i	i	i
Cc1ccc(C)c(NC(=O)/C(C#N)=C/c2ccc(Sc3nncn3C)c([N+](=O)[O-])c2)c1	5	i	i	i	i	i	i	x	i	i	i
CCc1noc(C)c1C(=O)Nc1ccc(-c2nnc3n2CCCCC3)cc1	0	i	i	i	i	i	i	i	i	i	-5*
CCCCc1ncc(CN2CCC(CC3CCCCO3)(C(=O)OCC)CC2)[nH]1 (stereo unspecified)	-2	i	i	i	i	i	i	i	i	i	i
Cc1ccc(NC(=O)C(=O)NCc2ccc(/C=N/NC(=O)c3c(C)nc4cc(C)ccn34)o2)cc1	7	i	i	i	i	i	i	x	i	i	i
NNC(=S)NC1CCCCC1	16	i	i	i	i	i	i	i	i	i	i
Cc1ccc(S(=O)(=O)NC(=O)N2CCCC(C)(C)C2)cc1	9	i	i	i	i	i	i	i	i	i	i
CCS(=O)(=O)N1Cc2ccccc2CC1C(=O)NC(C)C12CC3CC(CC(C3)C1)C2 (stereo unspecified)	1	i	i	i	i	i	i	i	i	i	i
Cc1cc(=O)oc2cc(OCC(=O)c3ccccc3)ccc12	-6	i	i	i	i	i	i	i	i	i	i
Cc1nnc2n(-c3ccccc3)c(=O)c3c4c(sc3n12)COC(C(C)C)C4 (stereo unspecified)	-1	i	i	i	i	i	i	i	i	i	i
CC(C)N(C(=O)Cn1c(-c2cccnc2)ccc(C#N)c1=O)C(C)C	3	i	i	i	i	i	i	i	i	i	i
COc1ccccc1OCc1cc(-c2ccccc2)no1	-1	i	i	i	i	i	i	i	i	i	i
Cc1cnc(NC(=O)CSc2nc3ccccc3c(=O)[nH]2)s1	6	i	i	i	i	i	i	i	i	i	i
CCN(CC)Cc1csc(C(N)=O)c1	-4	i	i	i	i	i	i	i	i	i	i
CN(CC(=O)NCc1ccccc1F)S(=O)(=O)c1ccc(Cl)cc1	-2	i	i	i	i	i	i	i	i	i	i
CC(C)(C)c1ccc(C(=O)N2CCCN(C(=O)c3ccc(C(C)(C)C)cc3)CC2)cc1	11	i	i	i	i	i	i	i	i	i	i
Cc1cccc(OCC(=O)Nc2cc(NC(=O)COc3cccc(C)c3)cc(C(=O)O)c2)c1	13	i	i	i	i	i	i	i	i	i	i
O=[N+]([O-])c1cc(NS(=O)(=O)c2ccc(Cl)nc2)ccc1Cl	16	i	i	i	i	i	i	i	i	i	i
NC(=O)CN(c1ccccc1)C1SC(=O)N(Cc2ccccc2)C1=O (stereo unspecified)	-13	i	i	i	i	i	i	i	i	i	i
CCCCn1c(SCC(=O)Nc2cccc(OC)c2)nc2ccc(N3CCOCC3)cc2c1=O	26	i	i	i	-5.2*	i	i	i	i	i	i
Nc1ccc2nc(-c3ccccn3)[nH]c2c1	9	i	i	i	i	i	i	i	i	i	i
O=C(Oc1ccc(Br)cc1)c1cccnc1	-2	i	i	i	i	i	i	i	i	i	i
CC(C)Oc1ccc(Cc2c(O)nc(NCCCN(C)C)[nH]c2=O)cc1	-3	i	i	i	i	i	i	i	i	i	i
CCOC(=O)c1cccc(NC(=O)CCOc2ccccc2)c1	-15	i	i	i	i	i	i	i	i	i	i
Cc1cc(NC(=O)CSCCc2ccncc2)no1	-3	i	i	i	i	i	i	i	i	i	i
CC(C)C(=O)Nc1nnc(S(=O)(=O)N2CCCc3ccccc32)s1	6	i	i	i	i	i	i	i	i	i	i
CC1CC(C)CN(C(=O)CSc2ccsc2[N+](=O)[O-])C1 (stereo unspecified)	-16	i	i	i	i	i	i	i	i	i	i
O=C(CCCn1cnc([N+](=O)[O-])n1)Nc1ccc(F)c(Cl)c1	-1	i	i	i	i	i	i	i	i	i	i
COc1ccc(Nc2nc(N3CCN(S(C)(=O)=O)CC3)nc3ccccc23)c(OC)c1	-2	i	i	i	i	i	i	i	i	i	i
Fc1ccccc1Nc1nc(-c2ccncc2)nc2ccccc12	1	i	i	i	i	i	i	i	i	i	i
COCCCNC(=O)C1CCN(S(=O)(=O)c2ccc3nc4c(c(C(=O)O)c3c2)CCCCC4)CC1	-4	i	i	i	i	i	i	i	i	i	i
COc1ccc(C(=O)OC(C)CN2CCOCC2)cc1OC (stereo unspecified)	2	i	i	i	i	i	i	i	i	i	i
Cc1cccc(NC(=O)c2cccc(Cn3cc(Br)c([N+](=O)[O-])n3)c2)c1C	-3	i	i	i	i	i	i	i	i	i	i
CCC(=O)Nc1cccc(C2=NOC3(C2)C[C@@H](C(N)=O)N(C(=O)c2cc([N+](=O)[O-])cc([N+](=O)[O-])c2C)C3)c1 (stereo partly specified)	4	i	i	i	i	i	i	i	i	i	i
(further entries)
SMILES	SKKanGAS inh	TRPC4 agonist	TRPC4 inh	MrgX1 agonist	MrgX1 antagonist	TRPC4 potent	TMEM16A inh	ANO1 activ	MrgX1 allo act	TRPC6 act	TRPC6 inh
O=c1cc(CSc2nc3ccccc3c(=O)[nH]2)c2ccc(O)cc2o1	1	i	i	x	x	i	x	i	x	i	i
COc1cc(S(=O)(=O)N(C)C)ccc1Br	x	i	i	i	i	i	i	i	i	i	i
Cc1cc(-c2ccc(Cl)cc2)oc(=O)c1NC(=O)c1ccccc1	0	i	i	i	i	i	i	i	i	i	i
CCCC12CN3CCN(CC(C3)/C1=N\NC(=O)c1ccc(F)cc1)C2	0	i	i	i	i	i	i	i	i	i	i
CSc1nc2ccccc2nc1N(C)S(=O)(=O)c1ccc(C)cc1	26	i	i	i	i	i	i	i	i	i	i
O=S(=O)(c1ccccc1)N1CCN(C(=S)Nc2ccccc2Cl)CC1	2	i	i	i	i	i	i	i	i	i	i
COc1ccc(C(=O)Nn2c(C)nc3ccccc3c2=O)cc1Br	8	i	i	i	i	i	i	i	i	i	i
CCCCOC(=O)Nc1ccc(C)c(Cl)c1	-1	i	i	i	i	i	i	i	i	i	i
CCCc1nc2n[nH]c(N)c2c2c1CCCC2	2	i	i	i	i	i	i	i	i	i	i
Cc1cc2nnc(SC3CCCCN(C(=O)c4ccc(F)cc4)C3=O)n2c2ccccc12 (stereo unspecified)	8	i	i	i	i	i	i	i	i	i	i

Copied from the list.
CSc1nc2ccccc2nc1N(C)S(=O)(=O)c1ccc(C)cc1 in SKKanGAS inh shows 26
O=c1cc(CSc2nc3ccccc3c(=O)[nH]2)c2ccc(O)cc2o1 in SKKanGAS inh shows 1

The list goes on.
SMILES	SKKanGAS inh	TRPC4 agonist	TRPC4 inh	MrgX1 agonist	MrgX1 antagonist	TRPC4 potent	TMEM16A inh	ANO1 activ	MrgX1 allo act	TRPC6 act	TRPC6 inh
CC1=C(C)CC(C(=O)Nc2cccc([N+](=O)[O-])c2)C(C(=O)O)C1 (stereo unspecified)	-20	i	i	i	i	i	i	i	i	i	i
COc1ccc(NS(=O)(=O)c2cccc(C(=O)NCCCN3CCCC3=O)c2)cc1	-5	i	i	i	i	i	i	i	i	i	i
CCCN1CNC(=S)N(c2ccc(C(=O)OCC)cc2)C1	-4	i	i	i	i	i	i	i	i	i	i
CC1(C)CC(=O)C2=C(C1)OC(N)=C(C#N)C2CCc1ccccc1 (stereo unspecified)	x	x	x	i	i	x	i	i	i	x	x
CC1CCc2sc3nc(NCc4ccco4)n4ncnc4c3c2C1 (stereo unspecified)	23	i	i	i	i	i	i	i	i	i	i
O=C(Cn1c(COc2ccc(Cl)cc2)nc2ccccc21)NCC(F)(F)F	-1	i	i	i	i	i	i	i	i	i	i
Cc1nc2sccn2c(=O)c1CCN1CCC(=C(c2ccc(F)cc2)c2ccc(F)cc2)CC1	-1	i	i	i	i	i	i	i	i	i	i
